# Assay outcomes: PubChem, several laboratories
# MEKK2 mut-MEK5: MEK5 binding signal on mutant MEKK2 PB1, primary screen, biochemical, multiplex bead flow cytometry, Alexa488-MEK5. Alexa488-MEK5 binding to MEKK2 mutant. percent response, % at 10 µM. 0.35% of 290,000 active; in the data active = percent response above about 24%, passing the limit was not always enough; also: inactives centre near 1; some results filed as inactive read as strong as hits
# MEKK2wt PB1 HTS: modulators of MEK5 binding to wildtype MEKK2, primary screen, biochemical, multiplex bead flow cytometry, Alexa488-MEK5 | AID 1531, 2009 | binding response (% of control), % at 10 µM | Mitogen-activated protein kinase kinase kinase 2 (Homo sapiens), Q9Y2U5 | 1.1% of 290,000 active | Alexa488-MEK5 binding to MEKK2 WT; actives lie on both sides; in the data active = binding response below about 67% or above about 130%
# V1R ag counter: agonists of human V1a receptor, primary screen, counter-screen for OXTR agonist project, fluorescence, CHO-V1R cells. Fluo-8 calcium fluorescence, agonist mode; 0% DMSO, 100% 3 nM vasopressin. Vasopressin V1a receptor (Homo sapiens), P37288. activation, % at 3 µM. AID 2797, 2010. 0.25% of 320,000 active;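 active = activation above the mean activation of all tested compounds plus 3 SD, per screening run, cut at about 20% in these data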;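 also: signal is peak over basal fluorescence ratio across a 100 second FLIPR read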
# Target sequence (P37288 whole entry, looked up): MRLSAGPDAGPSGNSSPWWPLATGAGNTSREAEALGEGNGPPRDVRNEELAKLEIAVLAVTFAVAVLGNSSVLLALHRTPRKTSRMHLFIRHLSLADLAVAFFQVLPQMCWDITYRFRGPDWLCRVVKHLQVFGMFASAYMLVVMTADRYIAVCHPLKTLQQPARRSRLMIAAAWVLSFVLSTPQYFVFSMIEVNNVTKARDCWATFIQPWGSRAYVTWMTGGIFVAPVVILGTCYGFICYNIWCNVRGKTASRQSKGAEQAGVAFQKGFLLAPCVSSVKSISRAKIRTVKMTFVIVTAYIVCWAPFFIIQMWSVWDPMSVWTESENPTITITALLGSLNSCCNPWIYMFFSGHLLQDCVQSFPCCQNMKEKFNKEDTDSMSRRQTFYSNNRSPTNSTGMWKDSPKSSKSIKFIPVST
# OXTR ag: human OXTR agonists, primary screen, fluorescence, CHO-OTR cells, Fluo-8 calcium; 0.32% of 320,000 active; AID 2435, 2010; activation, % at 3 µM; Fluo-8 calcium fluorescence; normalized: DMSO 0%, oxytocin 100%; Oxytocin receptor (Homo sapiens), P30559;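 active = activation above the mean of all tested compounds plus 3 SD, cutoff set per screening run, cut at about 20% in these data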;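 also: peak over basal fluorescence ratio from a 100 s FLIPR kinetic read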
# GalR3 antagonist: GalR3 antagonists in HEK293 cells, primary screen, cell-based, fluorescence readout | 0.44% of 360,000 active | inhibition, % at 3 µM | HEK293 GalR3-CNG cAMP membrane potential fluorescence; galR3 body fused to GalR1 C-terminus | AID 651719, 2012;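 active = inhibition above the screen-wide average plus 3 SD, cut at about 13% in these data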;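 also: forskolin and galanin both at EC90 stimulate the cells; cAMP rise reported by CNG channel membrane potential dye signal; 0% = forskolin plus galanin with DMSO and 100% = forskolin alone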
# Target sequence (O60755 1-299 limits assumed): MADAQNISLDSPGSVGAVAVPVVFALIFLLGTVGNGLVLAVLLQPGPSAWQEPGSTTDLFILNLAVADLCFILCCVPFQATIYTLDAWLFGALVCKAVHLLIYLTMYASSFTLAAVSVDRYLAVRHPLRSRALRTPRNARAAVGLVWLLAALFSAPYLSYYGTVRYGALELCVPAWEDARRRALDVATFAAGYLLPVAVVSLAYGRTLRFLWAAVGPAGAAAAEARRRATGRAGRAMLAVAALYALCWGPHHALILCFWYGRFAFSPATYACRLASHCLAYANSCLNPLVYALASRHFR
# GPR7 antag: GPR7 receptor antagonists, primary screen, cell-based, fluorescence, single concentration | GPR7-expressing cells, fluorescence antagonist assay | inhibition, % at 4.4 µM | 1.1% of 290,000 active | AID 1861, 2009; in the data active = inhibition above about 16%, passing the limit was not always enough;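 also: cells stimulated with the agonist NPW; 0% = agonist with vehicle and 100% = vehicle without agonist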
# Target sequence (P48145 whole entry, looked up): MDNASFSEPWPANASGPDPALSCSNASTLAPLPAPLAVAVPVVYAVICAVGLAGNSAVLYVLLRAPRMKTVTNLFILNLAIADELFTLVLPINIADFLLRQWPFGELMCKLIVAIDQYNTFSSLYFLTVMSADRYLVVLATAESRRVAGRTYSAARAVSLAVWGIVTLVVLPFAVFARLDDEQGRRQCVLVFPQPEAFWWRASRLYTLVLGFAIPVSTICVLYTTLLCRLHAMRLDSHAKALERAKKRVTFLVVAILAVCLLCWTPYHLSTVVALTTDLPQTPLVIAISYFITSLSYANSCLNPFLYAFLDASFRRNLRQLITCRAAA
# NALP1 inh: NALP1 inflammasome inhibitors in reconstituted yeast, colorimetric, S. cerevisiae, triplicate retest; 0.61% of 280,000 active; inhibition, % at 10 µM; S. cerevisiae NALP1/ASC/caspase-1 growth, X-gal OD620, 72 h; in the data active = inhibition mostly above about 24%, no sharp cut-off; inactive = mostly below about 32%; also: some compounds called inactive have numbers as strong as hits
# OXTR potentiate: human OXTR potentiators, primary screen, fluorescence, CHO-OTR cells, Fluo-8 calcium; activation, % at 3 µM; Oxytocin receptor (Homo sapiens), P30559; Fluo-8 calcium fluorescence, potentiator mode; 0% = oxytocin EC15, 100% = EC100; 0.061% of 320,000 active;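 active = activation above that plate's cutoff, the mean activation of tested compounds plus 3 SD, cut at about 6.6% in these data, passing the limit was not always enough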;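 also: 100% uses oxytocin at 75 nM as the full agonist control; some results filed as inactive read as strong as hits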
#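 Dosing: Single dose, 3.0 µM nominal final compound concentration | Material: Human OTR in CHO cells | Technique: Kinetic Fluo-8 calcium fluorescence | Benchmarks: EC15 oxytocin alone as 0%, 75 nM oxytocin as 100% | Probe or stimulus: Oxytocin at about EC15, sub-maximal agonist stimulus | Incubation: Compound 6 min at room temperature before oxytocin, 100 s read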
# M18AAP inhibitor: PfM18AAP inhibitors, malaria aminopeptidase, primary screen, biochemical, QFRET, recombinant enzyme; M18 aspartyl aminopeptidase (Plasmodium falciparum 3D7); H-Glu-NHMec fluorogenic cleavage; inhibition, % at 7.35 µM; 1.2% of 290,000 active;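 active = inhibition above the campaign mean inhibition over all tested compounds plus 3 SD, cut at about 28% in these data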;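 also: 0% = plate median of test compound wells and 100% = 2 mM ZnCl2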
# Starred values were filed as active, the others as inactive; x = no result given. Outcome played no part in choosing rows. Share with any hit: about 4.1%.
# Every second line gives: MEKK2wt PB1 HTS	OXTR potentiate	GPR7 antag	M18AAP inhibitor	OXTR ag	V1R ag counter	MEKK2 mut-MEK5	GalR3 antagonist	NALP1 inh
- CN(C#N)c1nc(N2CCOCC2)nc(N2CCOCC2)n1
→ 108	-3	-14	2	0.8	0.4	3	3	x
- Cc1ccc2cc(C3CC(c4ccco4)=NN3S(=O)(=O)c3ccccc3)c(Cl)nc2c1 (stereo unspecified)
→ 81	-7	7	5	-0.5	-0.3	-1	-4	26
- COc1cc(/C=N/NC(=O)NC23CC4CC(CC(C4)C2)C3)ccc1OCC(N)=O
→ 105	-20	-11	4	2.5	1.2	2	-5	16
- O=C(c1ccnc(Cl)c1)N1CCCC(Nc2ccc(F)cc2)C1 (stereo unspecified)
→ 105	-2	3	3	-0.2	0.7	3	-5	-19
- CC(=O)c1cnn(-c2ccccc2)c1C
→ 105	-2	-4	0	0.4	2.8	-2	-2	16
- CC(=O)NC1=NN(C(C)=O)C(C)(CS(=O)(=O)c2ccc(Cl)cc2)S1 (stereo unspecified)
→ 105	-5	-4	15	0.1	0.6	2	-1	-9
- CCN1CCN(C(=O)NC2CC(=O)N(c3ccc(OC)cc3)C2)CC1 (stereo unspecified)
→ 107	-7	-10	-3	-0.7	-0.3	0	-5	0
- COc1ccccc1CCC(=O)OCC(=O)N1CCN(S(=O)(=O)c2ccc(C)cc2C)CC1
→ x	-4	x	x	3.3	5.0	x	-3	x
- CC1(C)COC(Cn2c3ccccc3c3ccccc32)O1 (stereo unspecified)
→ 94	5	-10	-5	-2.5	-1.6	-21	-2	-1
- Cc1c(CCC(=O)O)c(=O)oc2cc3occ(-c4ccccc4)c3cc12
→ 91	-2	-4	5	2.3	0.9	-2	-3	2
- COc1ccc(CN2CCNC(=O)C2CC(=O)N2CCCCO2)c(OC)c1 (stereo unspecified)
→ 96	-12	-5	2	0.2	0.1	-2	1	3
- Cc1ccc(CNC(=O)[C@H](C)[C@H]2C[C@]2(C)[C@H](NC(=O)OCc2ccccc2)c2ccccc2)o1
→ 77	-14	23	-13	-0.8	-0.8	-7	x	16
- O=C(CSc1n[nH]c(-c2ccccn2)n1)Nc1cccc(Cl)c1
→ 98	-7	-9	-2	0.0	1.8	1	-7	-3
- CN1CCN(C(=O)CSc2ccc(C(F)(F)F)cc2[N+](=O)[O-])CC1
→ 95	-2	-12	-12	-1.0	0.3	-3	-2	29
- CCN(c1ccccc1)S(=O)(=O)c1ccc(Oc2ccc([N+](=O)[O-])cc2)nc1
→ x	-18	x	x	-1.6	1.1	x	-6	x
- COc1ccc(OC)c(/C=C/C(=O)Nc2cccc(S(=O)(=O)NC3=NCCCCC3)c2)c1
→ x	2	x	x	-0.8	0.7	x	-1	x
- Cc1oc(/N=C/c2ccc(Cl)cc2)c(C#N)c1C
→ 101	1	-10	1	0.2	0.5	4	-7	-1
- O=S1(=O)N=C2CCCCCN2C(c2ccc(Br)cc2)N1 (stereo unspecified)
→ 99	-2	0	-3	0.4	0.5	-3	-7	3
- Cc1ccc(NC(=O)CN(C)C(=O)c2cccc(Br)c2)cc1
→ 100	-6	7	-1	-0.4	-0.3	-2	-3	13
- O=C(NCCN1C(=O)S/C(=C\c2ccccc2Cl)C1=O)C1=COCCO1
→ x	-6	x	x	4.9	6.3	x	-1	x
- C/C(=N\NC(=O)c1cccnc1)c1ccccc1
→ 112	7	-11	-10	0.9	0.5	17	-11	8
- CCC(=O)c1ccc(OCC(=O)Nc2ccc(N3CCOCC3)cc2N2CCOCC2)cc1
→ 109	2	-9	2	0.1	0.6	5	-2	11
- C/C=C(\C)C(=O)NCCN1C2=NC[C@@H](Cc3ccccc3)N2C[C@H]1Cc1ccc(O)cc1
→ 101	-13	-10	-4	0.1	-0.5	2	0	2
- COc1ccc(C(=O)COC(=O)CNS(=O)(=O)c2ccc(C)cc2)cc1
→ 104	-9	-5	-2	0.8	4.3	14	0	24
- O=C(CCN1C(=O)COc2ccccc21)NCCN1CCN(c2cccc(Cl)c2)CC1
→ 105	-10	-5	-10	5.8	7.8	1	-6	5
- c1ccc(CN2CCC(Nc3nc(-c4cccs4)nc4ccccc34)CC2)cc1
→ 188*	-11	20*	-4	7.5	3.2	27	-10	11
- Nc1n[nH]c2c1C1(CCCCC1)Cc1ccccc1-2
→ 104	-17	-7	-2	-1.3	-0.8	3	-2	18
- CSCCC(NC(N)=O)C(=O)Nc1cccc(S(=O)(=O)N2CCOCC2)c1 (stereo unspecified)
→ 83	7	-10	1	1.0	1.7	-9	-7	5
- COC(=O)c1nn(-c2ccccc2)c2nnc(Cc3ccc(C)cc3)c(=O)n12
→ 107	0	3	1	-1.9	-0.9	-1	2	12
- CCc1ccc(C2CC(c3ccc(Cl)cc3)n3nc(N)nc3N2)cc1 (stereo unspecified)
→ 98	0	-15	5	-0.1	2.9	2	3	6
- COCCCNC(=O)Cc1c(C)c2cc3c(cc2oc1=O)OC(C)(C)CC3
→ 106	-9	-11	-8	0.8	0.8	5	-8	2
- Cc1ccc(N2CCN(C(=O)c3cccc([N+](=O)[O-])c3)CC2)cc1Cl
→ 104	-34	-6	0	5.0	6.0	4	3	-2
- CC(C)C(=O)Nc1cccc(C(=O)Nc2cc([N+](=O)[O-])ccc2F)c1
→ 102	-10	-6	1	0.7	3.0	-4	-7	-8
- O=C(NCc1n[nH]c(=S)n1Cc1ccccc1)c1ccccc1
→ 101	-6	-6	23	0.5	0.1	8	-6	16
- Cc1ccc(C(=O)COC(=O)C(C)N2C(=O)C3C4CCC(C4)C3C2=O)cc1C (stereo unspecified)
→ 102	-8	5	2	1.5	9.0	-1	-2	17
- CCCCCCCCC[n+]1cccc2c3ccccc3ccc21
→ 135*	-11	75*	-12	3.5	2.1	19	x	25
- NS(=O)(=O)c1ccc(CCNC(=O)C2CCN(S(=O)(=O)c3cnc[nH]3)CC2)cc1
→ 97	4	0	-3	1.1	-0.4	0	2	28
- NS(=O)(=O)c1ccc(N2N=C(c3ccccc3)CC2c2cccc(F)c2)cc1 (stereo unspecified)
→ 93	-8	-2	7	0.0	0.4	-2	-5	21
- CCOc1ccc(-n2c(Cc3cc(=O)[nH]c(=O)[nH]3)nnc2SCC(=O)NC2CCCC2)cc1
→ 89	-1	-8	-9	1.1	0.3	-3	0	-3
- CC(=O)Nc1ccc(N(CC(=O)NC2CCCC2)C(=O)CCC(=O)Nc2cc(C)on2)cc1
→ 101	-1	-8	-2	0.6	-0.7	3	-8	17
- COc1cc(CCC(=O)OCC(=O)Nc2ccc(C)cc2Br)cc(OC)c1OC
→ 98	-9	-11	1	1.7	6.0	1	-4	4
- CCC(=O)c1c[nH]c(C(=O)NCCc2ccccn2)c1
→ 104	-4	9	-1	0.1	0.5	2	2	27
- C=CCN1C=C2C(=O)C(C)(OC(=O)CC)C(=O)C=C2C=C1CCCC (stereo unspecified)
→ 103	-4	x	x	0.4	0.4	3	-4	-55
- CCOC(=O)Nc1ccc(C(=O)NCC2CCCO2)cc1 (stereo unspecified)
→ x	-10	-5	-1	-0.2	1.0	x	-4	15
- COc1ccc(NC(=O)CC2Oc3ccccc3NC2=O)c(OC)c1 (stereo unspecified)
→ 112	-1	-18	2	1.8	1.1	12	-10	-8
- Cc1ccc(N2CC(C(=O)N3CCC(C(=O)Nc4cccc(Br)c4)CC3)CC2=O)cc1 (stereo unspecified)
→ 97	-14	3	-4	-0.1	4.3	-1	-2	2
- COc1cc(OC)cc(C(=O)N2CCN(c3ccc(N4CCOCC4)nn3)CC2)c1
→ x	-6	x	x	0.8	1.2	x	-5	x
- CC1CCN(C(=O)CCNS(=O)(=O)c2ccccc2)CC1
→ 102	7	9	1	1.5	0.1	1	-4	3
- O=C(NCCCn1ccnc1)/C(=C\c1ccco1)NC(=O)c1ccco1
→ 111	-1	-6	9	-0.4	1.1	14	-1	-6
- O=C1CCCC/C=C\C[C@H](CC(=O)N(CCO)Cc2ccccc2)C(=O)NC[C@H](c2ccccc2)O1
→ x	-7	x	x	-1.4	-0.1	x	5	x
- CC(C)Oc1ccccc1/C=N/NC(=O)c1ccc(F)cc1
→ 91	-2	4	-5	-1.3	-0.3	-5	-1	33
- Cc1cc(C(=O)CSc2nnc(N)s2)c(C)n1Cc1ccco1
→ 87	-14	4	-6	0.5	1.4	-13	-5	10
- COc1cccc(-c2cc3nc(-c4ccccc4)cc(N4CCC5(CC4)OCCO5)n3n2)c1
→ 137*	-9	-8	-2	-0.6	1.3	25*	-4	5
- CS(=O)(=O)c1ccc(Cl)c(NC(=O)COC(=O)CCc2c[nH]c3ccccc23)c1
→ x	-19	x	x	8.9	28*	x	2	x
- Cc1onc(-c2ccccc2)c1-c1n[nH]c(=S)n1-c1ccccc1
→ 102	4	-16	2	0.9	-0.8	0	-5	x
- Cc1ccccc1N(CC(=O)NC1CCCCC1)C(=O)CCC(=O)Nc1nccs1
→ 99	-3	1	0	1.7	0.8	-1	-4	17
- O=C(c1ccccc1F)N1CCN(S(=O)(=O)c2ccc(S(=O)(=O)N3CCCCCC3)cc2)CC1
→ 98	-4	-15	2	-0.2	-0.1	0	0	x
- Cc1ccc(-c2noc(CN(C(=O)Cc3ccccc3)C(C)C)n2)cc1
→ 97	2	-3	-5	-0.6	-1.1	3	-6	1
- CCCCn1c(SCC(=O)N2CCCc3ccccc32)nc2c1c(=O)n(C)c(=O)n2C
→ 99	-8	-9	7	-0.2	0.7	3	-7	8
- O=C(Nc1ccc(S(=O)(=O)Nc2nccs2)cc1)c1cc(-c2ccncc2)nc2ccccc12
→ 98	-7	-14	-3	-0.5	-0.8	2	-3	10

# (listing goes on)
# Every second line gives: MEKK2wt PB1 HTS	OXTR potentiate	GPR7 antag	M18AAP inhibitor	OXTR ag	V1R ag counter	MEKK2 mut-MEK5	GalR3 antagonist	NALP1 inh
- NC(=O)C1CCN(C(=O)c2ccc(Oc3ccccc3)cc2)CC1
→ 103	-8	-1	-5	1.9	0.6	7	-6	3
- COc1ccc(Br)c(C(=O)Nn2c(C)nc3ccccc3c2=O)c1
→ 98	0	-9	1	-0.5	0.4	1	-2	5
- O=C1CC(NNC(=O)c2cccc(F)c2)C(=O)N1 (stereo unspecified)
→ 96	-4	-2	2	4.5	0.2	-4	8	11
- Cc1ccc(S(=O)(=O)NCc2ccc(C(=O)N3CCCC3)cc2)cc1
→ 91	11	-14	3	0.1	0.7	-3	-1	14
- Cc1occc1C(=O)N/N=C/C=C\c1ccccc1[N+](=O)[O-]
→ 98	-10	-9	4	4.2	0.6	4	4	3
- CNC(=O)c1cc2cc(Cc3ccccc3Cl)ccc2oc1=O
→ 101	-14	2	0	-0.9	0.5	-2	-4	10
- C=CCC1NS(=O)(=O)OC(CCCC)C1O (stereo unspecified)
→ 104	-3	-8	-13	0.1	0.5	0	0	6
- N#CC1=C(N)NC(SCC(=O)c2ccc(Cl)cc2)=C(C#N)C12CCCC2
→ 92	-10	3	4	15	12	-3	-13	21
